High-throughput results: PubChem BioAssay, National Center for Advancing Translational Sciences (NCATS)
FEN1 inhibitor: human FEN1 inhibition; Recombinant FEN1 flap cleavage, fluorescence, 15 min; Potency, µM (highest dose often 114 µM), without a hit: at the top dose activity change, negative = inhibition, usual class: inhibitors; hit rate 0.35% among 390,000; P39748; note: nearly all actives have a fitted effect of over 65% in size
Target sequence (P39748 whole entry, looked up): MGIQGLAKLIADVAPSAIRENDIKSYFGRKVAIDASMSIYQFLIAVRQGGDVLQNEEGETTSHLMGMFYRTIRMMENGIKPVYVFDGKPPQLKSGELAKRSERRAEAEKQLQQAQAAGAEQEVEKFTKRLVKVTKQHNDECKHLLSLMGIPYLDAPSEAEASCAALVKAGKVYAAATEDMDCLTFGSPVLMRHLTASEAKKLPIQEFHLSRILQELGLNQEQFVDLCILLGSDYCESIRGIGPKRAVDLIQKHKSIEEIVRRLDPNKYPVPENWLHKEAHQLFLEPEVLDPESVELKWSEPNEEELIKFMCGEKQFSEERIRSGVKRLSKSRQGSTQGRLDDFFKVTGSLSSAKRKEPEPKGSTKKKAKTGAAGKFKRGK
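Potency values derive from four-parameter Hill fits of normalized qHTS data. The reaction used 10 nM FEN1 preincubated 15 min at room temperature with compound, then 50 nM DNA substrate, read at 0 and 15 min.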
N370S GC: N370S glucocerebrosidase modulation, Gaucher chaperone candidate; P04062; N370S GC spleen homogenate, 4MU-glucoside fluorescence; Potency, µM (titrated, usually from 59.4 µM), without a hit: at the highest dose activity change, negative = inhibition, usual class: inhibitors; hit rate 0.092% among 330,000;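 note: 0% = full enzyme activity and -100% = no enzyme basal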
DT40 TDP1 CPT: growth inhibition of DT40 Tdp1-/-;hTDP1 cells with camptothecin (screen for TDP1 inhibitors); chicken DT40 Tdp1-/-;hTDP1 cells + 20 nM CPT, ATP luminescence, 48 h; hit rate 12% among 420,000; Potency, µM (doses to about 46.2 µM), inactives show top-dose activity change, negative = growth inhibition, actives largely listed as inhibitors; note: nearly all actives have a fitted effect of over 55% in size
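Chicken DT40 Tdp1-/- cells stably complemented with human TDP1 were seeded at 400 cells/well in medium containing 20 nM camptothecin, exposed to pin-transferred compounds, and grown at 37 °C for at least 48 hr. Viability was read as ATP luminescence.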
Starred values were filed as active, the others as inactive; u = inconclusive; x = not tested or not shown; & = joins results of further samples. Calls come from the whole dose curve; as a rule, active = well fitted curve in the direction sought with a large enough effect; inconclusive = small, poorly fitted or top-dose-only effect, or another doubt; inactive = no such curve, though single readings can be large; an effect the other way counts as inactive or inconclusive. Unless noted, % is set by controls: 0 for no effect and ±100 for the full control effect; potency is the fitted concentration of half-maximal effect. The list is partial (hit frequency here may not be typical).

Compound,DT40 TDP1 CPT,N370S GC,FEN1 inhibitor
Cc1ccc2c(CN3CCN(C(=O)c4ccc(F)cc4)CC3)cc(=O)oc2c1,18µM*,x,14%
Cc1ccc(Cl)cc1N1CCN(C(=O)Cn2ncn3cccc3c2=O)CC1,21µM*,-3%,10%
CCCC[C@@H]1CNC(=S)N1CCc1cccc(F)c1,-74%,11%,-10%
Cc1ccc(C(CC(=O)N2CCCC2)c2ccccc2)c(O)c1 (configuration not stated),3%,5%,8%
Cc1cccc(NC(=O)CSc2nc3ccc(NC(=O)CCc4ccccc4)cc3s2)c1,u,x,-21%
CC(=O)Nc1c(C)nn(-c2ccccc2)c1N1CCC(C(=O)NCc2ccc(Cl)cc2)CC1,-23%,x,5%
O=C(CSc1ccccn1)N/N=C/c1c[nH]c2ccccc12,-24%,-3%,12%
COc1ccc(C(=O)Nn2cc3c(c2-c2ccccc2)c(=O)n(C)c(=O)n3C)cc1,-27%,0%,2%
CCOc1ccc(C(=O)NCC(=O)N2CCc3ccccc3C2)cc1OCC,-7%,5%,-13%
CCc1c(C)nc(SCC(=O)NNC(=O)c2ccco2)[nH]c1=O,19%,-2%,-3%
CC[C@H](C)C1NC(=O)[C@H](CC(=O)O)NC(=O)c2cc([N+](=O)[O-])cc(I)c2NCCC(C(N)=O)NC1=O (some centres not stated),-7%,1%,-4%
CCOCCCNC(=O)c1cc2c(=O)n(CC)c3ccccc3c2s1,u,-6%,-3%
C=CCn1c(=O)n(C(=O)OCC)c2cc(Br)ccc21,-4%,9%,4%
CCOC(=O)c1ccc(N2C(=O)c3[nH]nc(-c4ccc(C)cc4)c3C2c2cccc(F)c2)cc1 (configuration not stated),23µM*,x,-19%
N/C(Cc1ccc(Cl)cc1Cl)=N\OC(=O)c1ccccc1,-14%,9%,-8%
COc1ccccc1C(=O)NC(=O)COC(=O)C1CC1C (configuration not stated),-15%,3%,0%
O=C(CCCn1c(=S)[nH]c2cc3c(cc2c1=O)OCO3)N1CCN(c2ncccn2)CC1,u,18%,7%
Cc1csc(SC(C)C(=O)Nc2ccccc2C)n1 (configuration not stated),-28%,x,-1%
COc1ccc(C(C)NC(=O)c2ccc(Br)cc2)cc1OC (configuration not stated),-16%,12%,5%
Cc1ccc(Cn2nnc3c(=O)n(CC(=O)N4CCCCC4)cnc32)cc1,12%,9%,-6%

Complete entries, quoted from the list. Order of screens: DT40 TDP1 CPT, N370S GC, FEN1 inhibitor
COc1ccc(C(=O)Nn2cc3c(c2-c2ccccc2)c(=O)n(C)c(=O)n3C)cc1 reads -27%, 0%, 2%
COc1ccc(C(C)NC(=O)c2ccc(Br)cc2)cc1OC (configuration not stated) reads -16%, 12%, 5%
Cc1ccc(C(CC(=O)N2CCCC2)c2ccccc2)c(O)c1 (configuration not stated) reads 3%, 5%, 8%

The main list resumes, repeating the 3 entries before the break.
Compound,DT40 TDP1 CPT,N370S GC,FEN1 inhibitor
Cc1csc(SC(C)C(=O)Nc2ccccc2C)n1 (configuration not stated),-28%,x,-1%
COc1ccc(C(C)NC(=O)c2ccc(Br)cc2)cc1OC (configuration not stated),-16%,12%,5%
Cc1ccc(Cn2nnc3c(=O)n(CC(=O)N4CCCCC4)cnc32)cc1,12%,9%,-6%
COC(=O)c1cccc(NC(=O)CC2C(=O)NCCN2C(=O)Nc2ccccc2)c1 (configuration not stated),-3%,-17%,-5%
Cc1ccc2nc(-c3ccc(NC(=O)C(C)Sc4nncs4)cc3)sc2c1 (configuration not stated),u,x,-25%
CCc1sc(C(=O)NNC(=O)CNC(=O)c2ccccc2F)cc1C,-10%,x,19%
O=S(=O)(c1ccc(Cl)cc1)c1nc(-c2cccs2)oc1SCc1ccccc1F,16µM*,x,12%
COc1cccc(C2C(C(=O)Nc3cccnc3)=C(C)Nc3nnnn32)c1OC (configuration not stated),3%,-13%,-10%
COc1ccccc1N1CCN(C2CCCN(C(=O)c3cc(C)oc3C)C2)CC1 (configuration not stated),u,-15%,21%
CC(=O)N1CCN(C(=O)c2ccc(S(=O)(=O)Nc3cccc(C(F)(F)F)c3)cc2)CC1,-21%,-2%,-1%
CC(=O)c1ccc(NC(=O)CSc2ccc3nc(-c4ccccc4)cn3n2)cc1,u,x,-3%
CC(=O)c1ccc(NC(c2ccc(F)cc2)c2nnc(-c3ccccc3)o2)cc1 (configuration not stated),9.2µM*,x,-11%
CC1=C(O)C(=O)OC1c1c(Cl)cccc1Cl (configuration not stated),-13%,-21%,-13%
O=C(NC(=S)Nc1ccc(N2CCOCC2)cc1)c1ccc(Cl)cc1,-14%,0%,0%
CC(=O)Oc1ccc(/C=C/C(=O)CC2OC(Oc3cc(OC(C)=O)c4c(c3)O[C@@H](c3ccc(OC(C)=O)cc3)CC4=O)C(OC(C)=O)C(OC(C)=O)C2OC(C)=O)cc1 (some centres not stated),8.4µM*,-3%,x
O=C(Nc1ccc(F)cc1)c1cccc(N2C(=O)C3C4C=CC(C5CC45)C3C2=O)c1 (configuration not stated),16µM*,6%,0%
O=S(=O)(NCCc1ccccc1F)c1cccc(S(=O)(=O)N2CCOCC2)c1,u,-16%,-4%
CCn1c(CNC(=O)c2ccccc2Cl)cc2ccccc21,-19%,11%,-8%
CC(C)Nc1ncnc2c1cnn2-c1ccccc1,1%,8%,19%
CCC(=O)N1CCc2cc(Br)cc(S(=O)(=O)CCC(=O)NCCc3ccc(C)cc3)c21,u,x,-6%
NC(=O)Cn1nc(-c2ccccc2)nc1-c1ccccc1,13%,x,3%
CC(C)N1CCC(N2CCN(CCCn3cccn3)CC2CCO)CC1 (configuration not stated),-11%,-8%,6%
COc1ccc(C(=O)Oc2ccc(/C=N/NC(=O)c3cccnc3)cc2OC)cc1,-26%,x,-17%

(continued)
Compound,DT40 TDP1 CPT,N370S GC,FEN1 inhibitor
Cc1c(C(=O)Nc2ccc(C(=O)O)cc2)nnn1-c1ccccc1,-2%,x,-23%
O=C1Nc2ccccc2C1Cc1ccccc1 (configuration not stated),u,9%,5%
COc1cccc(/C=C2\N=C(SC)SC2=O)c1OC,u,20%,9%
COc1cc2cccc(OC)c(=O)c2c(OC)c1OC,14%,-9%,-3%
CCOC(=O)c1ccc(CNC(=O)Cn2nnc(-c3ccccc3)n2)o1,-11%,-1%,-10%
O=S(=O)(Nc1nc2ccccc2nc1Cl)c1ccc2c(c1)OCCO2,-22%,21%,-1%
CCCN1C2CCCC1CC(NC(=S)Nc1ccc(OC)cc1)C2 (configuration not stated),u,-1%,21%
O=C(NCc1ccncc1)C1CCCN(S(=O)(=O)c2ccc(Br)cc2)C1 (configuration not stated),-26%,-7%,-9%
COC(=O)c1ccc(NC(=O)CNc2ccccc2)cc1,12%,-2%,-9%
COc1cccc(CNC(=O)C(NS(=O)(=O)c2cccs2)C(C)C)c1 (configuration not stated),-9%,x,-4%
O=C1CC(c2ccco2)=Nc2ccccc2N1,-3%,4%,-14%
CCOC(=O)c1ccccc1NS(=O)(=O)c1ccc(OC)cc1,u,3%,-23%
CCOCCN1CCN(c2c(CC)c(C)nc3cc(-c4cc(OC)cc(OC)c4)nn23)CC1,21µM*,5%,-16%
CSc1nc(NS(=O)(=O)c2ccc(F)cc2F)nn1C,-16%,-10%,2%
CCCCCCc1ccc(N2C[C@H](Cc3ccccc3)[C@@H](CC(=O)NCc3ccc(OC)cc3)C2=O)cc1,13µM*,1%,-26%&-1%
Cc1noc(NS(=O)(=O)c2ccc(NC(=O)c3cc(=O)c4ccccc4o3)cc2)c1C,15%,-1%,-6%
Cn1c(SCC(N)=O)nnc1-c1ccc(C(C)(C)C)cc1,-19%,0%,-1%
COc1cc(C(=O)NC(C)c2ccc(S(N)(=O)=O)cc2)ccc1OCC(=O)N1CCOCC1 (configuration not stated),2%,-5%,2%
CCn1c(SCC(=O)N2CCN(c3ccccc3)CC2)nnc1-c1cc2cc(Cl)ccc2o1,u,-4%,0%
CCCc1ccccc1OCCNC(C)=O,18µM*,3%,2%

The list continues.
Compound,DT40 TDP1 CPT,N370S GC,FEN1 inhibitor
CN1CCN(C(=S)Nc2ccc(Cl)cc2Cl)CC1,-12%,-9%,1%
COc1ccc(CCC(=O)NCCS(=O)(=O)N2CCN(c3ccccc3)CC2)cc1,u,-16%,0%
Clc1ccc(N=C2SCCS2)cc1,-5%,5%,-6%
O=C(NCCC1=CCCCC1)C1CCC(CNc2c(N3CCCCC3)c(=O)c2=O)CC1 (configuration not stated),u,9%,0%
O=C(Cc1ccc(F)cc1)Nc1nnc(SCC(=O)NC2CCCC2)s1,21%,-4%,1%
CC1/C(=N/O)CC(c2ccco2)NC1c1ccco1 (configuration not stated),u,0%,-20%
CC(C)[C@H](NC(=O)c1ccco1)C(=O)NC12CC3CC(CC(C3)C1)C2,u,5%,5%
COc1ccccc1-c1nnc(SC(C(=O)c2c[nH]c3ccccc23)c2ccccc2)n1C (configuration not stated),21µM*,-10%,-1%
COC(=O)C1CCN(C(=O)COC(=O)[C@@H]2CC(O)CN2S(=O)(=O)c2ccc3c(c2)OCCO3)CC1 (some centres not stated),5%,-27%,12%
CN(CC(=O)Nc1cccc(F)c1)C(=O)c1ccc2c(=O)n3c(nc2c1)CCC3,3%,1%,1%
Cc1c(Cl)cccc1NC(=O)CCC(=O)NNC(=O)CCC(=O)O,2%,-5%,0%
Cc1ccc(S(=O)(=O)Nc2cccc(-c3cn4cccc(C)c4n3)c2)c(C)c1,u,x,4%
CC(=O)N1CCc2c(sc3c2c(=O)n(Cc2ccccc2)c(=O)n3Cc2cc(C)ccc2C)C1,16µM*,x,-14%
CCC1CCCCN1C(=O)CCC(=O)Nc1nnc(C(F)(F)F)s1 (configuration not stated),9%,3%,21%
Cc1cc(F)ccc1NC(=O)C(c1ccccc1)N1Cc2ccccc2C1=O (configuration not stated),3%,x,2%
CC1=C(C#N)C(=O)N(C)C(C)(C)C1,-3%,3%,-4%
CC(NC(=S)NCc1ccc(F)cc1)C12CC3CC(CC(C3)C1)C2 (configuration not stated),u,9%,-11%
Cc1c(C)c(C)c(S(=O)(=O)n2[nH]c(=O)c(CCO)c2C)c(C)c1C,3%,-7%,-11%
O=C(Cc1cccs1)NNC(=O)c1ccc(F)cc1,-10%,4%,1%
CO/N=C(/c1nonc1N)N1CCN(c2ccc([N+](=O)[O-])cc2)CC1,u,0%,-12%

(continued)
Compound,DT40 TDP1 CPT,N370S GC,FEN1 inhibitor
Cc1ccc(C(=O)OCC(=O)NCCC2=CCCCC2)cc1N,2%,5%,6%
CCOC(=O)N1CCN(Cc2nc3cc(NC(=O)c4ccc(OC)cc4)ccc3n2C(C)C)CC1,4.1µM*,x,-9%
O=C(NNC(=O)c1c(F)cccc1F)c1ccccc1OC(F)(F)F,4%,4%,3%
CCn1c(CC(=O)Nc2ccc(OC)cc2)nnc1SCC(=O)N1CCOCC1,4%,-7%,-5%
O=C(COc1ccccc1F)Nc1ccc2nc(SCC(=O)N3CCCC3)sc2c1,u,x,-2%
O=C(Nc1cccc(S(=O)(=O)NC2=NCCC2)c1)c1c(F)cccc1Cl,u,1%,-8%
CC(=O)N[C@@H](Cc1ccc(OC(F)(F)F)cc1)C(=O)O,7%,-7%,-3%
Cc1ccc(N2C(=O)C3C4C=CC(CNC(=S)N5CCN(c6ccccc6)CC5)(O4)C3C2=O)cc1 (configuration not stated),18µM*,2%,-3%
CN(C)C1=NCCN1CCC1CCCCC1,12µM*,5%,10%
COC(=O)[C@]1(C)N[C@H](CN(C)S(=O)(=O)c2ccc(OC(F)(F)F)cc2)[C@@H]2C(=O)N(C)C(=O)[C@@H]21,9%,x,0%
COc1ccc(N2CCN(Cc3cc(=O)oc4ccc(OC)cc34)CC2)cc1,-18%,x,-11%
COc1ccc(C(=O)c2cc(C(C)=O)c(Nc3ccccc3)s2)cc1,u,14%,-7%
Cc1ccc(OCC(=O)Nc2ccc3nc(SCC(=O)Nc4ccc(C)cc4C)sc3c2)cc1,u,x,-1%
COc1cccc(N2CC(C(=O)Nc3c(C(N)=O)oc4ccccc34)CC2=O)c1 (configuration not stated),-7%,-3%,1%
COc1ccc(CNC(=O)c2nnn(CC(=O)Nc3cc(C)cc(C)c3)c2N)cc1,4%&2%,2%,-1%&-14%
